# MEX-5 binding – C. elegans MEX-5 TCR-2 RNA binding activity | MEX-5/FITC-TCR2 RNA binding, fluorescence polarization; active compounds read low | 0.38% of 300,000 active | Q9XUB2 | activity score (negative = inhibition of binding), % at 10 µM;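 active means inhibition past about -25% in most replicates, and total fluorescence under double the plate's negative control median, limit read from the data; inconclusive means replicates evenly split on the limit, or fluorescence at least double controls; inactive means too little inhibition in most replicates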;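 further: 0% = DMSO and -100% = 5 µM competing unlabeled TCR2 RNA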
# MCL1-BIM inh – disrupts human MCL1 binding to BIM-BH3 peptide. Q07820. GST-MCL1 / FITC-Bim-BH3 fluorescence polarization. inhibition, % at 10.9 µM. 0.68% of 320,000 active;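 active means inhibition above the mean inhibition of all tested compounds plus 3 SD, set per campaign, cut at about 40% in these data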;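 further: 0% = DMSO wells and 100% = unlabeled Bim-BH3 peptide control; higher means more loss of mP so more displacement of Bim peptide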
# BCLXL inh – blocks human Bcl-xL binding to Bim BH3 peptide. 0.7% of 320,000 active. inhibition, % at 10.9 µM. GST-Bcl-xL / FITC-Bim BH3 peptide fluorescence polarization. Q07817;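 active means inhibition above the mean of all tested compounds plus 3 SD, cutoff set per campaign, cut at about 30% in these data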;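 further: 0% = DMSO wells and 100% = unlabeled Bim-BH3 peptide competitor; inhibitors lower millipolarization by displacing the labeled peptide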
# Target sequence (Q07817 whole entry, looked up): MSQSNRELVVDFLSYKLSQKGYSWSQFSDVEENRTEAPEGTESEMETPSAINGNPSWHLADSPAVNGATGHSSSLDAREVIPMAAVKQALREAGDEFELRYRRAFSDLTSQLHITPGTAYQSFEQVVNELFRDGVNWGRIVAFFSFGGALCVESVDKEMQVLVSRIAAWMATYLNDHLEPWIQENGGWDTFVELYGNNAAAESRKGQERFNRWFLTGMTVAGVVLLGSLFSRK
# TPT1 inhibitor – C. albicans TPT1 enzyme inhibition; recombinant caTPT1, FP RNA substrate dephosphorylation; inhibition, % at 5 µM; 0.81% of 300,000 active; AID 1962;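 active means inhibition above the mean of all tested compounds plus 3 SD, set per screening campaign, cut at about 24% in these data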;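 further: plate controls were DMSO alone for no effect and ferristatin control at 100 nM for full effect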
# PAD4 inh – PAD4 (human) enzyme inhibition; Q9UM07; recombinant PAD4, RCA probe fluorescence polarization; inhibition, % at 6.36 µM; 0.41% of 330,000 active;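 active means percent inhibition above a cutoff equal to the mean of all tested compounds plus 3 SD, cut at about 15% in these data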;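 further: 0% = PAD4 with RCA probe and DMSO and 100% = probe without PAD4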
# GSTO1 counter – blocks human GSTO1 in RBBP9 counter-screen; P78417; recombinant GSTO1, activity-based probe fluorescence polarization; inhibition, % at 5.96 µM; 1.1% of 300,000 active;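 active means inhibition above the campaign mean inhibition plus 3 SD, cut at about 35% in these data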;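 further: 0% = GSTO1-1 with DMSO and 100% = wells lacking GSTO1-1 enzyme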
# Target sequence (P78417 whole entry, looked up): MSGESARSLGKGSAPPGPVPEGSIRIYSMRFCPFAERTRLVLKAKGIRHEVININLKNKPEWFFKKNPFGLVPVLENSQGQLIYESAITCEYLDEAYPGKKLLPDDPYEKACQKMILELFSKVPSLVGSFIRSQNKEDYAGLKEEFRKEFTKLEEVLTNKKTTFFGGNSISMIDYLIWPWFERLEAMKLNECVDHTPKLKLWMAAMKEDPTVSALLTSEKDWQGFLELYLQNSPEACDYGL
# Fam108B counter – counter-screen for RBBP9 inhibitors: inhibitors of mouse Fam108B; recombinant Fam108B, FP-Rh probe fluorescence polarization; 0.33% of 300,000 active; inhibition, % at 9.51 µM;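 active means inhibition above the screen mean inhibition plus 3 SD, computed separately per campaign, cut at about 18% in these data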;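 further: inhibitors lower polarization as less probe binds the enzyme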
# PME-1 inh – blocks human protein phosphatase methylesterase 1; recombinant PME-1, FP-Rh probe fluorescence polarization; 0.53% of 320,000 active; inhibition, % at 5.9 µM;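 active means inhibition above the campaign mean of all compounds plus 3 SD, cut at about 26% in these data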;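 further: competitive labeling of PME-1 active site by serine hydrolase directed probe; 0% = PME-1 with DMSO and 100% = wells lacking PME-1 enzyme; inhibitors block probe labeling so polarization falls and inhibition rises; many of its hits are not listed in these tables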
# GLD-1 RNA inh – GLD-1-TGE RNA interaction inhibition (C. elegans); inhibition, % at 5.96 µM; 0.44% of 320,000 active; purified GLD-1 + fluorescein TGE RNA, fluorescence polarization; AID 2280; Q17339;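 active means percent inhibition above a per-plate cutoff, the plate mean of test compounds plus 3 SD, cut at about 30% in these data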;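 further: 0% = DMSO wells with GLD-1 and probe and 100% = wells lacking GLD-1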
# Target sequence (Q17339 whole entry, looked up): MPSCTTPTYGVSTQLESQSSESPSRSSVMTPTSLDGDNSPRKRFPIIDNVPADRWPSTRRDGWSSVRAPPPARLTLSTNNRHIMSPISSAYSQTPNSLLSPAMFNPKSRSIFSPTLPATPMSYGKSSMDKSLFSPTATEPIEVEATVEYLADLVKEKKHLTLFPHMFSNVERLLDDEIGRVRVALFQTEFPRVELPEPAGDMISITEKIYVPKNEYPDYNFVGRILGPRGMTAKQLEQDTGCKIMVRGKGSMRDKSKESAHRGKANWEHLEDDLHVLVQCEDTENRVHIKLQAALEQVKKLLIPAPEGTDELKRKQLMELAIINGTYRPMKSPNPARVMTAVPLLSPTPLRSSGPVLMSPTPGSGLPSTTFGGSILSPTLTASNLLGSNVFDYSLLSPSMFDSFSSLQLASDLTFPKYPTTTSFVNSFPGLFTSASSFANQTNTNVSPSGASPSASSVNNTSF
# * = called active by the depositor; ? = inconclusive; nt = no result given.
# Start of the data: the first 12 records (preview)
SMILES,MEX-5 binding,MCL1-BIM inh,BCLXL inh,TPT1 inhibitor,PAD4 inh,GSTO1 counter,Fam108B counter,PME-1 inh,GLD-1 RNA inh
CCOC(=O)C1CCN(Cc2nnc(-c3cccc(Br)c3)o2)CC1,0.2,-1.3,1.4,-3.2,-3.1,2.2,-5.7,-1.6,4.2
O=C(Nc1ccc2c(c1)OCCO2)C1CC(c2ccccc2Cl)=NO1 (stereo not drawn),2.1,-0.9,1.4,3.6,-9.2,1.7,3.4,-7.3,-5.7
O=C(Nc1ccc(F)cc1)c1cc(S(=O)(=O)N2CCOCC2)cs1,1.0,3.1,3.4,0.1,-1.4,-1.7,2.3,-0.2,-0.3
C[N+]1(CC(O)c2ccccc2)CCCCCC1 (stereo not drawn),-3.5,-3.5,-6.2,-0.8,-1.2,6.1,0.4,-1.0,5.9
O=C(O)C(Cc1cc(Cl)ccc1Cl)Sc1nc2ccccc2[nH]1 (stereo not drawn),2.2,0.8,-0.1,0.7,0.2,0.8,-1.6,-1.4,-0.7
CCCn1c(N/N=C(C)\C=C\c2ccccc2)nc2c1c(=O)[nH]c(=O)n2C,0.8,-7.6,-3.9,-0.5,1.0,5.7,4.6,5.1,-4.8
CSc1nc2ncnc(N)c2[nH]1,-2.7,-0.2,-3.7,-2.1,-0.7,8.1,-2.5,0.7,5.5
CCN(CC)C(=O)c1ccccc1NC(=O)CN1C(=O)c2ccccc2C1=O,0.4,-3.1,-1.6,-4.6,-1.6,-6.3,3.8,-3.5,-4.0
C=CCn1c(COc2cc(C)ccc2C(C)C)nnc1SCC(=O)c1c(N)n(C)c(=O)n(C)c1=O,1.3,0.7,2.0,0.3,-3.8,-1.2,-1.1,-3.4,2.6
O=S(=O)(NC1CC1)c1ccc(S(=O)(=O)N(Cc2ccccn2)C2CC2)cc1,-1.5,-0.4,-2.6,0.4,0.7,5.1,-2.1,7.1,1.7
CCOc1cc(/C=N/N=C(/N)c2nonc2N)cc(Br)c1OCc1ccc(Cl)cc1,3.0,-0.6,7.2,-2.8,3.7,-2.2,-10.4,-13.0,-4.4
COc1ccc(Cc2nnc(Nc3c(C)cccc3C)o2)cc1OC,-0.3,3.6,4.6,-4.3,0.5,2.6,1.4,0.8,-5.0

# All compounds of this part, from the start:
SMILES,MEX-5 binding,MCL1-BIM inh,BCLXL inh,TPT1 inhibitor,PAD4 inh,GSTO1 counter,Fam108B counter,PME-1 inh,GLD-1 RNA inh
CCOC(=O)C1CCN(Cc2nnc(-c3cccc(Br)c3)o2)CC1,0.2,-1.3,1.4,-3.2,-3.1,2.2,-5.7,-1.6,4.2
O=C(Nc1ccc2c(c1)OCCO2)C1CC(c2ccccc2Cl)=NO1 (stereo not drawn),2.1,-0.9,1.4,3.6,-9.2,1.7,3.4,-7.3,-5.7
O=C(Nc1ccc(F)cc1)c1cc(S(=O)(=O)N2CCOCC2)cs1,1.0,3.1,3.4,0.1,-1.4,-1.7,2.3,-0.2,-0.3
C[N+]1(CC(O)c2ccccc2)CCCCCC1 (stereo not drawn),-3.5,-3.5,-6.2,-0.8,-1.2,6.1,0.4,-1.0,5.9
O=C(O)C(Cc1cc(Cl)ccc1Cl)Sc1nc2ccccc2[nH]1 (stereo not drawn),2.2,0.8,-0.1,0.7,0.2,0.8,-1.6,-1.4,-0.7
CCCn1c(N/N=C(C)\C=C\c2ccccc2)nc2c1c(=O)[nH]c(=O)n2C,0.8,-7.6,-3.9,-0.5,1.0,5.7,4.6,5.1,-4.8
CSc1nc2ncnc(N)c2[nH]1,-2.7,-0.2,-3.7,-2.1,-0.7,8.1,-2.5,0.7,5.5
CCN(CC)C(=O)c1ccccc1NC(=O)CN1C(=O)c2ccccc2C1=O,0.4,-3.1,-1.6,-4.6,-1.6,-6.3,3.8,-3.5,-4.0
C=CCn1c(COc2cc(C)ccc2C(C)C)nnc1SCC(=O)c1c(N)n(C)c(=O)n(C)c1=O,1.3,0.7,2.0,0.3,-3.8,-1.2,-1.1,-3.4,2.6
O=S(=O)(NC1CC1)c1ccc(S(=O)(=O)N(Cc2ccccn2)C2CC2)cc1,-1.5,-0.4,-2.6,0.4,0.7,5.1,-2.1,7.1,1.7
CCOc1cc(/C=N/N=C(/N)c2nonc2N)cc(Br)c1OCc1ccc(Cl)cc1,3.0,-0.6,7.2,-2.8,3.7,-2.2,-10.4,-13.0,-4.4
COc1ccc(Cc2nnc(Nc3c(C)cccc3C)o2)cc1OC,-0.3,3.6,4.6,-4.3,0.5,2.6,1.4,0.8,-5.0
COCCNC(=O)C(c1cccs1)N(C(=O)Cn1nnc2ccccc21)c1cccc(C)c1 (stereo not drawn),-1.1,0.7,8.0,-4.3,-3.1,-7.4,5.9,0.8,-0.8
O=C(N/N=C/c1cccs1)c1cccc2cc[nH]c12,-0.9,-1.6,-0.7,-2.7,1.0,-3.1,-3.0,-10.9,-0.7
CCCCCC(=O)NNC(=O)Nc1ccccc1,2.1,0.7,0.1,-2.5,-0.3,-3.2,-5.3,-2.1,0.5
CC(NC(=O)CSc1n[nH]c(=O)n1C1CC1)C12CC3CC(CC(C3)C1)C2 (stereo not drawn),1.6,7.0,-0.3,-2.6,-1.6,5.9,-1.1,-0.1,6.7
COc1ccc2nc(NNC(=O)COc3ccccc3)sc2c1,0.2,-8.9,-5.6,0.6,-8.1,3.0,-4.5,-4.1,3.2
CCCCn1ccnc1C(=O)c1ccc(S(=O)(=O)N2CCCC2)cc1,1.8,-4.0,1.6,1.0,0.8,4.7,-1.9,3.9,1.1
Cn1cc(S(=O)(=O)N2CCCC(C(=O)O)C2)cn1 (stereo not drawn),3.2,5.1,-2.2,-2.5,0.4,11.9,-3.2,-7.4,-1.2
O=C1/C(=C\c2cc([N+](=O)[O-])ccc2O)SC(=S)N1Cc1ccc(Cl)cc1,?,65.5*,75.6*,43.2*,-105.8,-162.0,-163.8,-339.9,46.8*
O=c1[nH]c2ccc(NC(=S)Nc3ccc(F)cc3)cc2[nH]1,nt,-0.1,0.6,0.4,0.6,2.5,0.3,-2.3,3.5
O=C(COC(=O)c1cc(S(=O)(=O)NCc2ccccc2)ccc1O)c1cc2ccccc2o1,-6.5,-0.2,0.8,7.4,-1.2,15.4,-9.9,-2.5,-3.4
COCC(=O)Nc1cc(Cl)ccc1C,0.9,5.1,2.7,-2.5,-0.4,4.4,-6.5,-8.4,2.2
COc1cc(C=C2C(=O)OC(C)(C)OC2=O)ccc1OCC(=O)Nc1ccccc1,2.9,1.0,0.8,3.8,-8.3,1.0,4.6,6.4,-2.8
COc1ccc2oc(=O)c(C(=O)NCc3ccccn3)cc2c1,-0.4,0.3,7.4,-1.8,5.8,3.7,1.1,-5.7,6.5
COc1ccc2nc(SCC(=O)/C(C#N)=C(\C)N)[nH]c2c1,-1.7,-8.1,-6.3,0.8,-4.0,0.9,-6.2,-0.7,-3.1
NC(=O)c1nsc(C(=O)N(CC(=O)NCc2ccccc2)c2ccc(F)cc2)c1N,0.8,-2.7,1.3,-1.3,4.6,4.5,2.8,-2.9,7.7
O=C(Nc1ccc(Cl)cc1)c1ccc(Br)cc1F,0.0,-0.9,7.5,-2.6,-3.9,-1.4,-0.5,-6.8,-4.8
CS(=O)(=O)N(CC(=O)NCC1CCCO1)Cc1ccc(Cl)cc1 (stereo not drawn),-1.4,3.8,3.3,-4.3,-7.2,9.1,-2.3,1.4,13.0
CN(C)CCOC(c1ccc(Cl)cc1)c1ccccn1 (stereo not drawn),-4.7,12.1,8.3,-1.2,1.5,4.2,-1.3,-4.3,0.2
Cc1ccc(C)c(N(CC(=O)NCCSCc2ccco2)S(C)(=O)=O)c1,-1.3,10.4,9.8,4.2,0.2,-0.7,-4.9,-0.1,-6.6
O=C(CCCOc1ccccc1)Nc1nncs1,-2.3,8.5,7.3,2.5,0.4,-2.0,1.2,-0.5,1.5
CCN(CC)CCCNC(=O)Cn1nc(-c2ccccc2)ccc1=O,-1.3,-2.0,-2.9,-1.2,-2.1,-0.9,0.0,-5.4,6.4
O/N=C/c1cn(-c2ccc(Cl)cc2)nn1,-1.1,2.0,6.4,-0.7,7.2,-0.2,1.9,-2.9,8.1
CN(C)S(=O)(=O)N1CCC(CO)(Cc2cccc(C(F)(F)F)c2)CC1,0.9,-6.7,-1.5,2.7,2.3,-4.6,-1.1,10.6,-4.9
CS(=O)(=O)N(CC(=O)Nc1ccccc1C(=O)NCc1ccccc1)c1ccc2c(c1)OCCO2,1.8,1.8,-4.3,-0.2,-0.8,-0.1,-2.3,2.2,0.7
COC(=O)c1cccc(NC(=O)c2cc3ccccc3o2)c1,0.6,-0.8,-0.5,-1.8,-0.3,-2.7,-2.6,-27.2,-2.9
CC(C)(Cc1ccccc1)NC(=O)C(=O)c1cn(CC(=O)N2CCOCC2)c2ccccc12,-5.0,0.4,3.4,4.5,-5.2,-5.1,1.8,2.8,12.2
COc1cc(C=O)ccc1OCC(=O)N1CCOCC1,2.8,-1.9,2.4,-5.7,-0.7,-3.0,0.0,1.9,-6.3
COc1ccc(-c2[nH]ncc2/C=N\NS(=O)(=O)c2ccc(Cl)cc2)cc1,-0.4,-3.4,1.8,-2.9,-1.8,4.3,0.4,-2.3,-2.4
Cc1c(N(C)C(=O)c2ccccc2F)c(=O)n(-c2ccccc2)n1C,0.1,8.0,7.7,-2.2,0.7,1.9,-0.8,1.1,2.4
O=C(CCn1nc(-c2ccccc2)c2ccccc2c1=O)Nc1cccnc1,0.2,5.6,2.4,-2.4,-1.8,6.5,-0.4,5.6,2.5
CCOc1ccc(N(C(=O)CNC(=O)c2ccco2)C(C(=O)NC2CCCC2)c2ccco2)cc1 (stereo not drawn),0.1,2.4,-0.6,-3.0,-0.5,7.6,-0.6,2.7,-5.6
CCCOc1ccc(NC(=O)c2cc3cc(C)ccc3[nH]2)cc1,-0.2,-9.6,1.3,-1.6,-1.3,10.6,-3.4,-3.2,4.8
Cc1ccccc1NC(=O)Cc1nc(COC(=O)CCOc2ccccc2)cs1,3.3,0.1,-1.6,-0.2,-1.4,0.4,1.6,4.7,2.4
O=C(N=C1SC2CS(=O)(=O)CC2N1Cc1ccc(F)cc1)C1CCCO1 (stereo not drawn),1.1,8.1,8.6,2.4,5.2,1.9,11.5,-2.0,-6.6
O=C(O)[C@H]1CCCC[C@H]1C(=O)Nc1cc([N+](=O)[O-])ccc1F,0.5,-3.6,-1.3,-4.4,2.5,-1.9,4.7,-0.5,-1.4
CCOC(=O)Cc1ccc(NS(=O)(=O)c2ccc(SC)cc2)cc1,4.0,8.3,7.4,-2.1,-0.1,3.9,-1.0,3.4,8.9

# Screening results: PubChem BioAssay, several laboratories

# These rows are one share of the data, so the mix of outcomes need not match the whole.
